# 697 NFkB inh: lowers PMA/ionomycin-induced NF-kB signal in 697 B cells. 697 B-cell NF-kB luciferase reporter, 16 h. 330,000 tested, 0.33% active. AID 435022. inhibition, % at 4 µM; in the data active means inhibition above about 35%
# Jurkat NFkB inh: lowers PMA/ionomycin-induced NF-kB signal in Jurkat cells; PMA/ionomycin-induced NF-kB luciferase reporter, luminescence; inhibition, % at 4 µM; 330,000 tested, 0.53% active; AID 435003; in the data active means inhibition above about 50%
# Mdm2-MdmX inh: disrupts the human Mdm2-MdmX interaction. O15151+Q00987. SaOS-2 split-luciferase Mdm2/MdmX complementation, luminescence. inhibition, % at 8 µM. 330,000 tested, 3% active;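 active means inhibition of at least 50% at 8 µM in the primary screen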
# UPR CHOP act: apoptotic UPR (CHOP) activation; 330,000 tested, 0.34% active; activation, % at 10 µM; CHO-CHOP luciferase reporter, luminescence; percent of tunicamycin response over DMSO baseline; AID 449763;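 active means at 10 µM dose, activation of 40% or more, normalized to positive control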;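 further: 100% = tunicamycin at 10 µg/mL and 0% = DMSO alone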
#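 Assay system: CHO cells with stable CHOP pathway luciferase reporter; Buffer or medium: F12 plus 10% serum; Times: 16-18 h cell attachment, then 6 h compound exposure, 37 °C; Signal: luciferase luminescence; Read-out basis: percent activation relative to tunicamycin control; Control set: tunicamycin high control, DMSO low control.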
# APJ antagonist: antagonists of human APJ apelin receptor. P35414. CHO-K1 APJ beta-arrestin complementation, luminescence. inhibition, % at 20 µM. 330,000 tested, 0.32% active;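 active means inhibition above about 40% at 20 µM, limit read from the data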;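 further: cells challenged with 10 nM apelin-13 agonist together with compound; plate controls were apelin-13 plus DMSO wells for no effect and DMSO wells lacking apelin-13 for full effect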
# Target sequence (P35414 whole entry, looked up): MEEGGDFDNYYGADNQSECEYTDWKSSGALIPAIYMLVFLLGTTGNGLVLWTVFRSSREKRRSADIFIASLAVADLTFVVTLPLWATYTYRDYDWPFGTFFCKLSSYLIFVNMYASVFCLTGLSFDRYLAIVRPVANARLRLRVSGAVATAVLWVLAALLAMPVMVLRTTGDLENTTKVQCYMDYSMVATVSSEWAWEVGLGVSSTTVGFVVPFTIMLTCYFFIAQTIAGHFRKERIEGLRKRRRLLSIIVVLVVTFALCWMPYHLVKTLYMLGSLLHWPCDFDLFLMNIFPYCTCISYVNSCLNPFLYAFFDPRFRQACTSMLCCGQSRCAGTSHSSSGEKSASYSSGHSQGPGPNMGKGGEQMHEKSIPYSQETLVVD
# UPR XBP1 act: activators of adaptive arm of unfolded protein response (XBP1); CHO-XBP1 luciferase reporter, IRE1-XBP1 UPR activation, luminescence; percent of tunicamycin response, DMSO as zero; activation, % at 20 µM; 330,000 tested, 0.33% active; AID 463104;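 active means versus positive control, 20 µM dose yields 30% or more activation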;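 further: 100% = tunicamycin at 10 µg/mL and 0% = DMSO only wells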
#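 Material: IRE1-XBP1 luciferase reporter CHO line / Quantity: one thousand reporter cells per well / Buffer or medium: F12 with 10% serum / Compound: 20 µM single concentration, DMSO 1% / Times: 6 h treatment, 37 °C / Detection: Steady-Glo luciferase glow luminescence, 10 min after reagent addition / Benchmarks: tunicamycin high, DMSO low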
# tim23-1 inh: inhibits growth of tim23-1 mutant yeast. S. cerevisiae tim23-1 growth, BacTiter-Glo luminescence, 24 h. inhibition, % at 20 µM. 330,000 tested, 1.3% active. AID 463212;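 active means growth inhibition of the mutant yeast at or above 50%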;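 further: temperature-sensitive mutant grown at 25 °C; plate controls were DMSO-treated mutant yeast for no effect and medium wells lacking yeast for full effect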
# APJ agonist: activates the human apelin receptor APJ; activation, % at 20 µM; P35414; AID 2520; CHO-K1 APJ PathHunter beta-arrestin, luminescence; 0% DMSO wells, 100% apelin; 330,000 tested, 0.11% active;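 active means activation more than six SD over the plate average, tested at 20 µM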;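 further: 0% = DMSO alone and 100% = apelin-13 at 10 nM; some results filed as inactive read as strong as hits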
#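 system = engineered CHO-K1 APJ arrestin reporter cells | input = 1000 cells per well | timing = overnight seeding, 90 min compound at 25 °C, 1 h detection | measured by = enzyme-fragment complementation luminescence | read-out = beta-arrestin recruitment to APJ as agonist activity, luminescent signal | control set = negative DMSO alone, positive Apelin-13 at 10 nM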
# * = called active by the depositor; . = no result given.
SMILES,697 NFkB inh,Jurkat NFkB inh,Mdm2-MdmX inh,UPR CHOP act,APJ antagonist,UPR XBP1 act,tim23-1 inh,APJ agonist
COc1ccc(CC2(C)OC(c3ccccc3)=NN2C(C)=O)cc1 (stereo not given),18,-2,-11,1.5,18,1,23,-2
COCCn1c(=O)[nH]c2cc(C(=O)N3CCN(c4ccccc4OC)CC3)ccc2c1=O,-13,4,-7,-1.9,6,0,12,-3
COCCCNC(=O)c1c(N)n(/N=C/c2ccccn2)c2nc3ccccc3nc12,29,13,32,1.6,7,2,8,-4
CCC(=O)Nc1ccc(NC(=O)CSc2nc3cc4c(cc3cc2C)CCC4)cc1,1,-3,13,1.0,-4,50*,22,2
CCOC(=O)c1ccc(-c2cccc(-c3cc(=O)oc4cc(OC)cc(OC)c34)c2)cc1,9,.,39,1.6,.,-2,29,.
O=C1/C(=C\c2ccc([N+](=O)[O-])cc2)CCc2ccccc21,-75,-51,18,0.4,1,3,42,-4
COc1ccc(C(CC(=O)N2CCCCC2)c2c(OC)cc(OC)c3c(-c4ccccc4)cc(=O)oc23)cc1 (stereo not given),10,11,12,0.2,11,5,25,3
C/C(=N\NC(=O)c1nnn(-c2nonc2N)c1CSc1ccc(Cl)cc1)c1ccco1,-23,4,43,3.2,-8,-4,2,-2
O=C(NCCCN1CCCC1)c1cc2c(Cl)nc3ccccc3c2s1,-4,-56,14,0.2,-14,0,0,4
Cc1oc(-c2ccc(F)cc2)nc1CN1CCCC(C(=O)N2CCOCC2)C1 (stereo not given),-5,10,7,-1.6,3,-4,-6,-4
Cc1cc2oc3ccc(NCCC4CCCN4C)cc3c(=O)c2cc1C (stereo not given),-31,-57,90*,5.2,37,8,21,-2
COC(=O)CNC(c1ccccc1)c1cc(Br)ccc1NS(=O)(=O)c1ccc(C)cc1 (stereo not given),-41,-2,20,2.4,-10,-2,21,-1
COCCn1nnnc1C(c1ccc(OC)cc1)N1CCN(C(=O)c2ccco2)CC1 (stereo not given),-75,-53,15,1.9,-12,-1,3,3
O=C(c1cc(-c2ccccc2O)on1)N1CCc2ccccc2C1,-1,-6,-46,1.5,12,-2,13,-8
C/C(=N\Nc1cc(C)nc(NCc2ccccc2)n1)c1ccc([N+](=O)[O-])cc1,-2,15,31,2.3,-14,0,-31,-1
CC(C)C(C)(C#N)NC(=O)CSc1nc(C2CCCCC2)n(-c2ccccc2)n1 (stereo not given),2,-5,-5,-0.8,0,-2,36,-5
Cc1c(OCC(=O)NCCN2CCOCC2)ccc2c(-c3ccccc3)cc(=O)oc12,21,-2,29,0.8,1,-3,13,-1
COc1ccc(Cl)cc1NC(=O)C1CC(=O)N(c2ccc(F)cc2)C1 (stereo not given),4,2,10,-1.1,12,-5,-20,-3
O=C1CC(c2ccccc2Cl)C2=C(COC2=O)N1 (stereo not given),10,12,8,-0.9,7,-4,6,-2
Cc1ccc(C(=O)N/C(=C/c2cccnc2)C(=O)O)cc1,-3,-8,17,-0.3,4,-2,1,-1
Fc1ccc(OCc2nc(-c3ccncc3)n[nH]2)cc1,3,-4,20,-0.8,-22,1,7,-1
COc1ccc(OCCNS(=O)(=O)c2cccc([N+](=O)[O-])c2)cc1,17,7,11,-0.6,-19,5,5,2
CSCc1ccc(C(=O)Nc2cccc(C)c2C)cc1,-27,-27,-64,6.7,2,0,19,-2
NC1=CC(=O)c2cccc3cccc1c23,8,-3,15,-0.2,2,-3,16,-1
COc1ccccc1N/C=C1/Sc2cc(Cl)ccc2NC1=O,17,1,26,4.1,1,20,4,4
COC(=O)C1=C(C)NC(C)=C(C(=O)OC)C1C(=O)OCc1nnc(-c2ccccc2Cl)o1,9,14,50,0.2,20,2,26,-4
O=C(NC1(C(F)(F)F)NC(=O)N(Cc2ccco2)C1=O)c1cccnc1 (stereo not given),12,-5,19,-0.6,-16,-4,-11,0
Cc1ccc(S(=O)(=O)NC2CCCCC2)c(C)c1NS(C)(=O)=O,8,3,-4,-2.2,3,0,8,-3
CN(C)S(=O)(=O)Nc1cc(Cl)cc(Cl)c1,-5,-21,-15,1.8,-1,-4,20,-2
COc1cc2c(cc1OC)C(C(=O)Nc1cc(OC)c(OC)c(OC)c1)C(c1cccnc1)N(C)C2=O (stereo not given),16,4,-2,3.1,-4,-3,12,0
NC(=O)c1cccnc1Nc1ccccc1Cl,4,-16,-23,4.0,-14,2,19,-3
CCOc1ccc(NC(=S)N2CCN(S(=O)(=O)c3ccc(OC)cc3)CC2)cc1,7,20,17,0.0,2,-5,16,2
O=C(COC(=O)/C=C/c1ccc(OC(F)F)cc1)NC(=O)NC1CCCCC1,-21,15,-13,-1.0,-4,-2,-5,-1
O=C(COc1cccc(C(F)(F)F)c1)NNC(=O)Cn1c(=O)cnc2ccccc21,13,-5,20,0.9,11,-3,-14,0
O=C(C/C=N\OCc1ccc([N+](=O)[O-])cc1)Nc1ccc(Br)cc1,22,11,6,0.3,-5,3,-6,-4
CCOc1ccccc1-n1nnnc1SCC(=O)Nc1cc(C)on1,16,-10,-32,-0.4,2,-2,25,0

# Arranged by the number under APJ antagonist (low to high): 3 from the list above.
smiles	697 NFkB inh	Jurkat NFkB inh	Mdm2-MdmX inh	APJ antagonist	UPR XBP1 act
COc1ccccc1N/C=C1/Sc2cc(Cl)ccc2NC1=O	17	1	26	1	20
Cc1ccc(S(=O)(=O)NC2CCCCC2)c(C)c1NS(C)(=O)=O	8	3	-4	3	0
COC(=O)C1=C(C)NC(C)=C(C(=O)OC)C1C(=O)OCc1nnc(-c2ccccc2Cl)o1	9	14	50	20	2

# Additional records follow:
SMILES,697 NFkB inh,Jurkat NFkB inh,Mdm2-MdmX inh,UPR CHOP act,APJ antagonist,UPR XBP1 act,tim23-1 inh,APJ agonist
COc1ccccc1Nc1nc(NCCO)nc(N)c1[N+](=O)[O-],5,2,62*,2.3,16,4,8,-1
Cc1cc(C)n(-c2nc3c(c(=O)[nH]c(=O)n3C)n2Cc2cccc(Br)c2)n1,-1,-4,-23,0.1,14,-2,22,-5
CC(C)c1ccc(OCC(=O)Nc2ccc3oc(=O)ccc3c2)cc1,16,21,2,2.7,28,-2,1,-3
Cc1nn(Cc2ccc(F)cc2)c(C)c1NC(=O)c1cnn2c1NC(c1cccs1)CC2C(F)(F)F (stereo not given),13,7,17,-0.6,-17,1,20,1
CCOc1ccc(C2=CSC3=NCCN23)cc1,-1,-8,8,3.3,6,-5,-5,-4
CCOc1ccc(S(=O)(=O)N2CCC(C(=O)NCC3CCCO3)CC2)cc1 (stereo not given),11,8,9,2.2,13,-3,-9,-1
COc1ccccc1N(C)S(=O)(=O)c1ccc(C(=O)N2CCC2)cc1,24,11,23,1.3,10,1,6,-1
C=CCc1ccc(OCC(O)CN2CCCCC2C)c(OC)c1 (stereo not given),24,-9,15,-1.5,8,0,15,-3
C=CCOc1cccc(C(=O)N2CCC(CCC(=O)NC3CC3)CC2)c1,-4,7,13,-1.1,10,-2,-5,-3
O=c1cc(N2CCN(c3cccc(Cl)c3)CC2)[nH]c(=O)n1C1CCCCC1,43*,47,84*,-2.6,16,6,-16,-2
CC(C)C(C(=O)NCc1ccccc1)N(CC1CCCO1)C(=O)CNS(=O)(=O)c1ccccc1 (stereo not given),-7,1,5,-0.1,9,-3,12,-4
COc1ccc(CCNC(=O)CCC(=O)N2CCOc3ccc(C)cc32)cc1OC,-2,-2,24,-2.4,7,-3,15,-4
O=C(NCc1cccc2ccccc12)c1cccs1,8,-2,6,2.4,-1,1,13,-4
Cc1cccc(CN2CCOCCS2(=O)=O)c1,0,20,15,2.3,12,-1,6,5
CCCCC1(Cc2ccc(OC)c([N+](=O)[O-])c2)C(=O)N(c2ccccc2)N(c2ccccc2)C1=O,24,-8,22,2.1,17,0,-9,0
O=C(/C=C/c1ccccc1)OCCCN=C1NS(=O)(=O)c2ccccc21,-1,9,-21,-1.2,-11,-1,16,3
O=C(O)c1cccc2c1C(=O)N(C1CCCC1)C2,12,10,8,-1.2,14,-4,10,2
C/C(=N\NC(=O)c1c(Cl)c(C)nn1C)c1cccc(NC(=O)COc2ccc(Cl)cc2)c1,-25,-13,12,4.2,-7,0,-1,4
Cc1cc(CNC(=O)CCc2nnc(CCCCc3ccccc3)o2)nn1C,3,0,1,-2.3,-8,1,10,-1
CC(C)OC(=O)CSc1nnc(-c2ccc(Cl)cc2Cl)o1,11,-21,16,-0.2,11,6,-15,-3
COc1cc(OC)cc(C(=O)O/N=C(\N)c2ccncc2)c1,-20,-9,14,2.9,-74,1,-1,4
OC(COc1ccc(Cl)c2ccccc12)CN1CCN(c2ccccn2)CC1 (stereo not given),8,-4,5,-2.8,4,1,63*,-1
CCn1nnnc1NCc1c(OC)ccc2ccccc12,2,-7,1,0.7,-3,0,-4,1
Cc1cc(C)n(CC(C)NCc2cn[nH]c2-c2ccc(C)c(C)c2)n1 (stereo not given),2,1,24,1.7,-9,-1,3,-3

# The last 6 compounds of the part before open the next one:
SMILES,697 NFkB inh,Jurkat NFkB inh,Mdm2-MdmX inh,UPR CHOP act,APJ antagonist,UPR XBP1 act,tim23-1 inh,APJ agonist
Cc1cc(CNC(=O)CCc2nnc(CCCCc3ccccc3)o2)nn1C,3,0,1,-2.3,-8,1,10,-1
CC(C)OC(=O)CSc1nnc(-c2ccc(Cl)cc2Cl)o1,11,-21,16,-0.2,11,6,-15,-3
COc1cc(OC)cc(C(=O)O/N=C(\N)c2ccncc2)c1,-20,-9,14,2.9,-74,1,-1,4
OC(COc1ccc(Cl)c2ccccc12)CN1CCN(c2ccccn2)CC1 (stereo not given),8,-4,5,-2.8,4,1,63*,-1
CCn1nnnc1NCc1c(OC)ccc2ccccc12,2,-7,1,0.7,-3,0,-4,1
Cc1cc(C)n(CC(C)NCc2cn[nH]c2-c2ccc(C)c(C)c2)n1 (stereo not given),2,1,24,1.7,-9,-1,3,-3
Cc1cc2cc(C#N)c(N3CCOCC3)nc2cc1Cl,1,-11,-10,0.0,3,5,19,0
Cc1cc(=O)n(-c2ccc(O)cc2)[nH]1,21,-3,3,-0.4,26,-5,7,-4
O=C(Nc1ccccc1)Nc1cccc2nsnc12,-84,-102,-77,1.6,-11,4,7,-3
CCCNC(=O)CS(=O)(=O)Cc1nc(-c2cccc(OC)c2)oc1C,9,7,-6,-0.6,21,-1,4,-3
O=C(Cc1ncc(C(F)(F)F)cc1Cl)NC1CC1,-1,9,0,1.4,8,-2,-4,1
Cc1ccc2c(c1)C1(OCCO1)C(=O)N2,20,10,5,-0.2,7,-3,3,-3
Cc1nnsc1C(=O)N(Cc1ccccc1)C(C)C,-20,7,13,0.8,10,-3,21,3
Cc1cccc(NC(=O)C[n+]2ccccc2)c1,6,6,17,3.4,-3,-3,2,2
CC(=O)Nc1ccc(-c2nc3ccc(NC(C)=O)cc3o2)cc1,-116,-103,-23,3.7,1,-3,6,-2
COc1ccc(OCCN(C)Cc2ccccc2)cc1,3,-2,28,2.4,7,3,-7,-3
COc1ccc(N2C(=NC(=O)C3CCCCC3)SC3CS(=O)(=O)CC32)cc1Cl (stereo not given),-4,0,25,-1.7,-17,-1,-4,-3
Cc1ccc(NC(=O)CS(=O)CC(=O)NC2CCN(Cc3ccccc3)CC2)c(C)c1 (stereo not given),-30,2,-40,0.7,-15,0,23,0
CC(C)(C)C(=O)Cn1nc(Cl)nc1Cl,10,-10,-25,-2.2,-4,-1,15,-2
O=C(Nc1ccc(F)cc1)c1ccc2nsnc2c1,-7,-23,-22,3.6,1,7,6,-3
COc1ccc(CN2C(=O)CSCC2=O)cc1OC,11,0,-13,1.0,8,-1,2,-1
